Bioassay records: PubChem BioAssay, several laboratories
PLCb3 inh = blocks human PLC-beta3 enzyme activity; inhibition, % at 12.2 µM; Q01970; 370,000 tested, 0.18% active; Purified PLC-beta3, fluorogenic substrate, fluorescence; AID 720704; in the data active means inhibition above about 11%;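 further: 0% = median of compound wells on plate and 100% = full blocker control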
Target sequence (Q01970 whole entry, looked up): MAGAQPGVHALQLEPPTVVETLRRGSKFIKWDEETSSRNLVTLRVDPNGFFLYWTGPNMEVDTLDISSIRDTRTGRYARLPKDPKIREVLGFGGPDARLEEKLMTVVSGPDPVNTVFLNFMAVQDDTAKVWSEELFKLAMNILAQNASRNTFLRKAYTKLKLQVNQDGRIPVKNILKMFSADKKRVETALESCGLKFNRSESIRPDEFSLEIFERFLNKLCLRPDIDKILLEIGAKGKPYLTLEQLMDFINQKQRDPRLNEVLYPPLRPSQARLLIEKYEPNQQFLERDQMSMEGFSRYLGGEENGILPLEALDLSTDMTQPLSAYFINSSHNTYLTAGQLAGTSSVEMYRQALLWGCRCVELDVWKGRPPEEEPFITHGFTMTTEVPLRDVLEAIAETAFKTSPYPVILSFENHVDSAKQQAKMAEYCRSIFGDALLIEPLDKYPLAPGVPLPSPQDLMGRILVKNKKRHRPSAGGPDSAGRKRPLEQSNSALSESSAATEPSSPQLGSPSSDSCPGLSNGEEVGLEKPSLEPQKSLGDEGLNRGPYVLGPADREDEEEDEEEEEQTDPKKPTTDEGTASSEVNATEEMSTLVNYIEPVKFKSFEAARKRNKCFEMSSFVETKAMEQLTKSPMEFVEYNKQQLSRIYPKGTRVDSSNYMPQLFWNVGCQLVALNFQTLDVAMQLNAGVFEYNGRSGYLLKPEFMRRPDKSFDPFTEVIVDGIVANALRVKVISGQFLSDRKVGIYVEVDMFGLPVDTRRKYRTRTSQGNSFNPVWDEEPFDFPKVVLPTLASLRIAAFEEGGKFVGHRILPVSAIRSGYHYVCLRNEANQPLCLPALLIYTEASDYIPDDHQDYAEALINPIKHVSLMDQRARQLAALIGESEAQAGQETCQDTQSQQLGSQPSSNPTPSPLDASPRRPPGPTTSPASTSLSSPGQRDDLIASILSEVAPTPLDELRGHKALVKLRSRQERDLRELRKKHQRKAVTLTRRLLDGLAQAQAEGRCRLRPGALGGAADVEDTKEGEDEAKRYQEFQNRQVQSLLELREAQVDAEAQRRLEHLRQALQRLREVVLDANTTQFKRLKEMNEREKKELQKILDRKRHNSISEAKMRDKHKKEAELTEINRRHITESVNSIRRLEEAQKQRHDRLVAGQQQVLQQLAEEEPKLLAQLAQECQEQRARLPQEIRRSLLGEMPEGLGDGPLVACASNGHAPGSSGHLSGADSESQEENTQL
DAX1 inh-1 = inhibitors of human orphan nuclear receptor DAX1 (NR0B1) | 340,000 tested, 0.99% active | AID 504766 | inhibition, % at 6.75 µM | HEK293 Gal4-DAX1 luciferase reporter, luminescence | P51843;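 active means inhibition above the mean over all tested compounds plus 3 SD, cut at about 4.2% in these data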;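 further: 0% = DAX1-transfected cells with DMSO and 100% = empty-vector control cells with DMSO; inhibition shows as a rise in luminescence from relieved DAX1 repression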
PLC-gamma1 inh = inhibitors of human phospholipase C gamma1. P19174. purified PLC-gamma1, fluorogenic substrate, fluorescence. inhibition, % at 12.2 µM. 370,000 tested, 0.84% active. AID 720700; in the data active means inhibition above about 9.5%
hcDAF-12 act = activates DAF-12 receptor from parasite H. contortus | HEK293 hcDAF-12 lit1-tk-luc reporter, luminescence; 0% DMSO, 100% Δ7-dafachronic acid | 370,000 tested, 1.4% active | activation, % at 6.8 µM;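 active means activation above the mean of all tested compounds plus 3 SD, cut at about 5.5% in these data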;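 further: 100% = response to 3 µM Δ7-dafachronic acid high control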
ssDAF12 agonist = S. stercoralis DAF-12 activation, primary screen; AID 652126; HEK293 ssDAF-12/GRIP1 lit1-tk-luc reporter, luminescence; % of 3 µM dafachronic acid response; 370,000 tested, 1% active; activation, % at 6.8 µM;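 active means activation above the mean over all tested compounds plus 3 SD, cut at about 0.9% in these data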;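 further: 0% = DMSO-only wells and 100% = 3 µM delta7-dafachronic acid wells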
DAX1 inh-2 = DAX1 (NR0B1) inhibition, primary screen | HEK293T StAR-luciferase reporter, SF-1/DAX-1 repression relief | inhibition, % at 6.8 µM | 370,000 tested, 1.1% active | AID 652010;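 active means inhibition above the mean over all tested compounds plus 3 SD, cut at about 3.6% in these data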;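 further: 0% = DAX-1 cells with DMSO and 100% = cells lacking DAX-1 with DMSO; higher inhibition means more luminescence from relief of DAX-1 repression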
hgDAF-12 ag = agonists of H. glycines DAF-12 nuclear receptor; 370,000 tested, 1.8% active; AID 687014; HEK293 GAL4-hgDAF12 UAS-luciferase reporter, agonist luminescence; normalized to butyrate control; activation, % at 6.8 µM;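 active means activation above a cutoff set at the mean of all screened compounds plus 3 SD, cut at about 10% in these data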;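 further: 0% = DMSO wells and 100% = sodium butyrate wells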
Rev-erbA mod = modulators of human Rev-erb alpha DNA binding | P20393 | Rev-erbα–FITC-DNA binding, fluorescence polarization, 90 min | activity, % at 10 µM | 370,000 tested, 0.79% active;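 active means activity above about 14%, limit read from the data; passing the limit was not always enough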;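 further: 0% = DMSO wells with 35 nM protein and 100% = DMSO wells with 750 nM protein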
SMARCA2 activ = increases SMARCA2 function in MMTV reporter cells. AID 652017. activation, % at 9.1 µM. MG213 cells, MMTV-luciferase reporter, dexamethasone, overnight. 370,000 tested, 1% active; in the data active means activation above about 7.8%;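 further: 0% = vehicle wells and 100% = reference activator wells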
MBD2 DNA inh = blocks human MBD2 binding to methylated DNA; 370,000 tested, 0.31% active; TR-FRET, MBD2 binding to methylated oligonucleotide; inhibition, % at 4.4 µM; in the data active means inhibition above about 13%
ADAM17 inh = inhibitors of human ADAM17. inhibition, % at 6.95 µM. recombinant ADAM17, EDANS/DABCYL FRET peptide cleavage. AID 720648. P78536. 370,000 tested, 0.83% active;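 active means inhibition above the mean of compounds lying between control limits plus 3 SD, set per campaign, cut at about 8.5% in these data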;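 further: 0% = DMSO-only wells as the low control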
Active calls of the source: *; · = not tested or not shown. Some of the compounds tested; the hit share may differ from the screen's.

molecule,PLCb3 inh,DAX1 inh-1,PLC-gamma1 inh,hcDAF-12 act,ssDAF12 agonist,DAX1 inh-2,hgDAF-12 ag,Rev-erbA mod,SMARCA2 activ,MBD2 DNA inh,ADAM17 inh
Cc1nn(Cc2ccccc2Cl)c(Cl)c1C(=O)O,1.2,0.3,-0.3,-0.9,-1.8,0.0,0.3,-0.2,3.2,-6.0,0.0
CNCCc1ccc(OC)c(OC)c1,3.3,1.1,6.4,-0.6,-0.7,0.3,-2.1,0.8,-1.0,6.3,-1.4
O=[N+]([O-])c1ccc(OP(=O)(O)Oc2ccc([N+](=O)[O-])cc2)cc1,1.0,0.3,1.3,-1.2,-0.8,0.7,-2.4,-2.5,-0.7,1.2,1.7
COc1ccccc1-n1c(/C=C/c2ccc(O)cc2)nc2ccccc2c1=O,-78.1,-2.2,-50.8,-2.6,-1.6,-0.4,0.8,-3.5,-2.1,1.7,-2.8
Cc1cccc(NC(=O)[C@@H](NC(=O)N2C[C@H]3C[C@@H](C2)c2cccc(=O)n2C3)C(C)C)c1,4.4,2.3,1.1,-0.6,-1.5,0.7,-0.4,1.6,-1.4,-2.9,-0.8
COc1cc2c(cc1OC)-c1c(OC)c(OC)cc3c1[C@H](C2)[N+](C)(C)CC3,0.9,-0.6,3.0,0.3,-1.2,-0.4,0.1,-0.6,0.8,6.0,-4.2
COc1ccc(NC(=O)c2cn(CCC#N)nc2-c2ccc([N+](=O)[O-])cc2)cc1,-6.7,-0.7,2.2,-0.2,-1.2,0.0,3.3,2.4,0.0,-6.6,-0.2
C=CCn1c(O)c(C(CC)=Nc2ccc(C(=O)O)cc2)c(=O)[nH]c1=O,-9.3,0.6,-0.6,0.6,-0.4,0.2,1.2,2.5,0.4,-3.0,-5.0

(next part)
molecule,PLCb3 inh,DAX1 inh-1,PLC-gamma1 inh,hcDAF-12 act,ssDAF12 agonist,DAX1 inh-2,hgDAF-12 ag,Rev-erbA mod,SMARCA2 activ,MBD2 DNA inh,ADAM17 inh
OCC1CN1C1CCCCC1 (stereo not drawn),3.7,0.3,4.3,-0.7,-0.7,0.2,-2.4,-1.2,-0.3,2.4,-4.0
CN1Cc2cccnc2N(C)Cc2cc(Cl)ccc21,-5.9,-2.1,-2.4,-4.0,-1.7,-1.2,0.1,6.2,-5.0,2.0,-1.9
CCOC(=O)C1(c2ccccc2)CCN(Cc2cccc(C(=O)O)c2)CC1,-35.3,-1.3,6.9,-0.2,-1.0,-0.7,1.0,-3.5,-5.2,0.2,-5.3
CCCCCCn1c(O)c(C(C)=NC)c(=O)[nH]c1=O,2.9,0.0,-1.8,0.7,-1.9,0.1,0.8,0.4,0.1,3.2,-5.3
Clc1ccc(CCNCc2ccncc2)c(Cl)c1,-1.0,1.3,2.4,-2.9,-1.5,-0.4,2.3,1.2,-0.4,-2.3,1.4
CC1CCCCN1C(=O)Cn1cc(C=C2C(=O)N(C)C(=O)N(C)C2=O)c2ccccc21 (stereo not drawn),-5.3,-0.5,0.4,-1.9,-1.5,0.4,-1.2,-3.4,-1.2,-5.7,-1.8
CC(=NNC(=S)N1CC2CCC(CC2)C1)c1nccs1,-2.1,-3.8,-4.5,4.7,0.1,-0.7,12.1*,1.0,-3.5,3.4,-10.4
Cc1cc(C)nc(NS(=O)(=O)c2ccc(N=Cc3c(O)n(C)c(=O)n(C)c3=O)cc2)n1,-0.3,·,2.4,0.1,-1.3,-1.0,1.9,-2.2,-2.6,-3.1,-1.9

(more compounds)
molecule,PLCb3 inh,DAX1 inh-1,PLC-gamma1 inh,hcDAF-12 act,ssDAF12 agonist,DAX1 inh-2,hgDAF-12 ag,Rev-erbA mod,SMARCA2 activ,MBD2 DNA inh,ADAM17 inh
COc1ccc(NP(=O)(Nc2ccc(OC)cc2)Oc2ccccc2)cc1,1.0,-0.8,-0.8,-0.6,-2.1,-0.2,-1.2,-2.1,-3.5,4.8,-4.2
c1ccc(C(OCCN2CCNCC2)c2ccccc2)cc1,0.2,-0.2,3.5,-0.9,-0.3,0.5,-1.5,-4.8,-0.8,-1.1,-3.9
COC(=NC1CCCCC1)C(O)c1c[nH]c2ccccc12 (stereo not drawn),1.1,2.4,5.9,0.3,-1.0,0.3,0.8,0.1,7.3,0.9,0.8
CC1=NN(c2ccccc2)C(=O)/C1=C/c1c(O)[nH]c(=S)[nH]c1=O,0.2,1.6,2.9,1.4,-0.9,0.2,-0.9,-3.1,1.6,-2.6,-1.6
C[N+](C)(C)Cc1ccccc1,-3.6,0.8,0.9,-2.4,-0.1,-0.6,0.1,3.6,-5.1,1.8,-4.9
COc1ccccc1N1CCN(Cc2ccc(Br)cc2)CC1,-3.7,-1.9,-2.1,-1.9,-1.8,-0.5,-1.7,-4.4,-2.4,3.9,-1.2
CCOC(=O)[C@]12Cc3ccccc3[C@H]1N(C1CCCCC1)C(=O)c1cc(OC)ccc12,-4.8,·,-1.1,-2.3,-1.5,-2.9,-1.3,-6.6,-6.1,0.1,-2.5
Cc1ccc(N)cc1C,3.2,1.0,-0.7,1.6,-1.8,0.0,0.8,-0.8,6.1,-1.1,-0.9

The list continues.
molecule,PLCb3 inh,DAX1 inh-1,PLC-gamma1 inh,hcDAF-12 act,ssDAF12 agonist,DAX1 inh-2,hgDAF-12 ag,Rev-erbA mod,SMARCA2 activ,MBD2 DNA inh,ADAM17 inh
O=c1[nH]c(O)c(/C=C2/C=CC(c3cc(Cl)ccc3Cl)=N2)c(=O)[nH]1,-7.0,1.8,-1.2,-1.2,-1.1,-0.2,2.9,3.6,-2.1,4.7,-7.4
CN1C(=O)NC(=O)C2(CCCC2)C1=O,2.9,-1.1,-1.8,-0.1,-1.1,-0.1,3.7,-10.7,-2.7,-2.8,-4.1
O=C1NCN(c2ccccc2)C12CCN(C(c1cccs1)c1nnnn1C1CCCCC1)CC2 (stereo not drawn),3.6,·,1.1,-1.9,-0.9,-0.5,4.7,3.0,-3.4,-3.3,4.1
CSc1ncc(/C=C2/C(=O)NC(=O)N(c3ccc(C(C)C)cc3)C2=O)cn1,-14.3,-0.1,0.2,6.4*,0.2,0.0,0.5,0.8,-2.0,6.6,-5.9
CCCn1c(C)c(C(=O)c2cccc3ccccc23)c2ccccc21,-4.1,-0.1,-3.0,0.5,-1.3,0.8,7.1,8.3,-2.7,3.0,0.9
Nc1ccc(C2(c3ccc(N)cc3)CN3CCC2CC3)cc1,-0.9,0.1,1.6,2.1,-1.2,-0.1,0.6,-3.7,-1.4,10.9,-6.3
Cc1ccccc1C1=NCC(=S)Nc2ccc(Cl)cc21,3.2,-0.2,3.3,-0.5,-1.0,0.9,-2.3,-3.8,-2.8,-5.7,1.1
CCN1C[C@]2(COC)CC[C@H](OC)[C@@]34C5C[C@H]6C(=O)C5[C@](O)(C[C@H]6OC)[C@@](O)(C(OC)C23)[C@@H]14 (stereo partly drawn),3.5,2.7,2.4,-0.2,-1.0,-0.1,3.6,-5.3,1.4,1.1,-0.5

More entries follow.
molecule,PLCb3 inh,DAX1 inh-1,PLC-gamma1 inh,hcDAF-12 act,ssDAF12 agonist,DAX1 inh-2,hgDAF-12 ag,Rev-erbA mod,SMARCA2 activ,MBD2 DNA inh,ADAM17 inh
CS(=O)(=O)N1Cc2cc(Br)ccc2-n2nncc2C1,1.6,·,2.7,1.0,-1.0,0.0,-0.5,0.6,7.4,-4.8,1.7
O=C(NCCN1CCC2(CC1)C(=O)NCN2c1ccccc1)c1cc(C(F)(F)F)ccc1C(F)(F)F,0.9,·,1.6,0.8,-1.1,-0.8,0.1,2.6,-1.9,0.8,-1.3
CC(Cc1ccccc1Sc1ccccc1O)N(C)C (stereo not drawn),1.8,0.2,0.5,-2.3,-1.3,0.4,2.7,-3.4,0.6,-3.1,-1.0
O=C1COc2ccc(C(=O)COC(=O)Cc3ccccc3)cc2N1,-12.3,-1.4,-6.9,1.0,-1.0,0.6,-0.6,4.6,-1.5,-3.2,0.1
CC#CP(=O)(OC)C(O)(CF)c1ccccc1 (stereo not drawn),1.5,1.4,-1.6,-1.5,-0.6,-0.3,-0.1,-5.6,0.3,1.7,0.8
N#Cc1ccc(NC(=O)CN2CCCCCC2)cc1Cl,-4.5,-0.6,-1.7,-1.3,-1.4,-0.3,2.4,0.8,-0.3,2.9,-0.8
Cc1cccc(-n2c(-c3ccco3)nc3ccccc3c2=O)c1C,1.0,-2.1,-0.9,-3.1,-1.6,-0.8,-4.1,1.8,0.8,1.4,-0.8
O=S(=O)(c1cc(Cl)cc(Cl)c1)N1Cc2cc(-c3cccc(F)c3)ccc2-n2nncc2C1,7.2,·,4.6,-0.8,-0.5,0.2,-0.2,-4.4,-1.0,2.2,-4.5

(list continues)
molecule,PLCb3 inh,DAX1 inh-1,PLC-gamma1 inh,hcDAF-12 act,ssDAF12 agonist,DAX1 inh-2,hgDAF-12 ag,Rev-erbA mod,SMARCA2 activ,MBD2 DNA inh,ADAM17 inh
c1ccc(N2[C@@H]3CC[C@H]2c2ccncc2C3)cc1,0.4,·,-0.3,-0.4,-0.3,-1.1,-3.1,7.3,-2.3,3.9,-3.9
COc1ccc(CN2C(=O)NC(=O)/C(=C/c3cc(OC)c(OC)c(OC)c3)C2=O)cc1,-14.3,0.2,-5.7,-1.4,-0.8,-0.1,-1.2,1.4,-0.1,1.1,-3.6
CCn1c(=N)n(Cc2ccccc2F)c2ccccc21,1.2,-0.8,0.1,-1.7,-1.0,0.1,-1.6,-5.2,-2.8,3.1,-1.4
CN(C)c1ccc(/C=C/[N+](=O)[O-])cc1,-3.7,-1.3,-7.2,1.8,-0.7,0.6,5.1,-0.6,-2.8,2.8,-4.6
COc1ccc2c(c1)/C(=C/c1cnc[nH]1)C(=O)N2,8.7,-3.2,6.5,4.2,1.1*,-3.2,-0.4,0.7,17.3*,-18.7,1.0
CC(C)C1(C)N=C(c2ncccc2C(=O)O)NC1=O (stereo not drawn),2.4,0.1,-0.5,-1.1,-1.5,0.7,1.0,3.1,0.5,-3.8,-4.2
O=C1Nc2ccccc2/C1=C/c1cnc[nH]1,0.1,-1.6,2.3,-1.4,-0.4,-1.9,-5.2,3.5,-1.2,-7.9,-2.4
